Source: PubChem (several laboratories)
Peg3 prom inh: Peg3 promoter activity inhibition | HeLa PEG-Prom luciferase reporter, luminescence, overnight | inhibition, % at 20 µM | 1.7% of 360,000 active | AID 588405;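 active = inhibition of at least 50% at 20 µM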
KKLEB cytotox: CF airway cell cytotoxicity counter-screen; KKLEB CF airway cells viability, ATPlite luminescence, overnight; stronger effect = lower value; cells stimulated with P. aeruginosa culture filtrate; activity change (cytotoxicity), % at 5 µM; 0.36% of 360,000 active;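 active = corrected activity change at or below -50% at 5 µM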
NR2E3 ag-1: activates human photoreceptor nuclear receptor NR2E3. Q9Y5X4. GST-NR2E3/biotin-RetCOR TR-FRET, 1536-well. inhibition of corepressor binding, % at 4.78 µM. 0.12% of 320,000 active. AID 2300;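 active = percent inhibition above the cutoff of mean plus 3 SD of all tested compounds, set per screening campaign, cut at about 20% in these data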;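 note: 0% = DMSO wells and 100% = biotin wells as full block of FRET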
Target sequence (Q9Y5X4 whole entry, looked up): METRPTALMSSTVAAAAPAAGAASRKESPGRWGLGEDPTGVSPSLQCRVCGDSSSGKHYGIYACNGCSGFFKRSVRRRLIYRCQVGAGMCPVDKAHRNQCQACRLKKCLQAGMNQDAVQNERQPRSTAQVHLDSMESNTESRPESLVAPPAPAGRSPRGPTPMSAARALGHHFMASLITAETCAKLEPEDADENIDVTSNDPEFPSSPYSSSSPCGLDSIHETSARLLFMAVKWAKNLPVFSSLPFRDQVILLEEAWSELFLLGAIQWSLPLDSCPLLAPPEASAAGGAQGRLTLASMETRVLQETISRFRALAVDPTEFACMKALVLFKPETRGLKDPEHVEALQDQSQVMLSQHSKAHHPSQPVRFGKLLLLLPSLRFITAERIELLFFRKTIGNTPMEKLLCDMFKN
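System: GST-tagged NR2E3 plus biotinylated RetCOR corepressor; Buffer or medium: pH 7.5 Tris-based buffer; Probe or stimulus: RetCOR corepressor, biotinylated, 7 nM; Doses: compound at 4.8 µM, single dose; Schedule: 5 h incubation at 4 °C; Technique: time-resolved FRET; Evaluation: percent inhibition of TR-FRET ratio; Replication: one well per compound, singlicate testing.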
Shn3 3UTR inh: inhibitors of Schnurri-3 3'UTR reporter in osteoblasts; Clone20 osteoblast Shn3 3'UTR firefly luciferase, 24 h; 0.52% of 360,000 active; inhibition, % at 12.5 µM;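 active = mean inhibition of at least 75% with every replicate also reaching 75%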;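 note: 0% = median of neutral control wells and 100% = pilot-screen positive control compound; some compounds past the cut are filed as inactive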
TRAIL sens C8: caspase-8 TRAIL sensitization | NB7+C8 cells + TRAIL, ATPlite viability luminescence | inhibition (viability loss, TRAIL sensitization), % at 10 µM | 1% of 360,000 active;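 active = compounds causing at least 50% loss of cell viability in the single-dose screen, relative to plate controls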
HIF-2a inh: blocks HIF-2a reporter activity; 786-0 RCC cells HIF-2a reporter, luciferase luminescence, overnight; inhibition, % at 18.8 µM; 0.72% of 360,000 active; AID 624352;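 active = inhibition of the luminescence signal of 40% or more relative to plate controls, in a single-dose primary screen at 18.75 µM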
MITF TRPM1 inh: inhibitors of MITF-driven TRPM1 promoter in melanoma cells; SK-MEL-5 TRPM1 promoter luciferase, 24 h; inhibition, % at 12.5 µM; 0.83% of 330,000 active; AID 488899;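 active = mean inhibition across replicates of 60% or more, whatever share of single replicates reaches that level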; note: values of inactives mirror those of a sister screen read the other way
CF NFkB block: inhibitors of cystic fibrosis induced NF-kB. KKLEB NF-kB-GFP reporter, PAF-induced, GFP fluorescence overnight. inhibition, % at 5 µM. 0.86% of 360,000 active;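 active = at least 50% inhibition at 5 µM, scaled per plate between neutral and stimulator controls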;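 note: PAF is a Pseudomonas aeruginosa culture filtrate used as stimulus; plate controls were PAF-stimulated DMSO wells for no effect and unstimulated DMSO wells for full effect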
EBV LMP1 NFkB: reduces LMP1-driven NF-kappaB luciferase signal | inhibition, % at 12.5 µM | AID 504558 | LMP1-induced NF-kappaB luciferase reporter cells, luminescence | 0.69% of 350,000 active; in the data active = inhibition above about 41%;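 note: 0% = neutral control wells and 100% = reference inhibitor control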
hiPSC survival: hiPSC single-cell survival enhancement. survival enhancement, % at 20 µM. ATPlite luminescence; 100% = ROCK inhibitor wells, 0% = DMSO. 0.044% of 360,000 active; in the data active = survival enhancement above about 18%;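 note: cells exposed to compounds for 16 hours before the ATP read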
NR2E3 ag-2: activates human NR2E3 receptor. CHO-S Gal4-NCOR/VP16-NR2E3 two-hybrid, luciferase. inhibition of corepressor binding, % at 3.98 µM. 0.35% of 360,000 active. AID 602229;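 active = inhibition above the mean of all tested compounds plus 3 SD, cut at about 70% in these data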;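 note: 0% = DMSO with NR2E3 transfected cells and 100% = cells lacking NR2E3 construct; higher means lower luciferase signal from less NR2E3 corepressor binding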
The depositor's hits bear a star; nt = not tested or not shown.

SMILES | Peg3 prom inh | KKLEB cytotox | NR2E3 ag-1 | Shn3 3UTR inh | TRAIL sens C8 | HIF-2a inh | MITF TRPM1 inh | CF NFkB block | EBV LMP1 NFkB | hiPSC survival | NR2E3 ag-2
O=C(c1ccc(OC2CCN(CCc3ccccc3)CC2)cc1)N1CCCC1 | -4 | 2 | 2 | 6 | -10 | 7 | 0 | -14 | 9 | -0.3 | 9
Fc1ccc(-c2nnc3sc(C4COc5ccccc5O4)nn23)cc1 (centres undefined) | -27 | -3 | 6 | -15 | 44 | -62 | -1 | 1 | 3 | 2.4 | -26
CCc1nc2ccc(C(=O)N3CCC(O)(Cc4ccccc4)CC3)cn2c1N(C)C(=O)Cc1ccccc1 | 5 | -16 | nt | 0 | -5 | 11 | nt | 14 | nt | -1.7 | -9
Cc1[nH]c2ccccc2c1CCN(Cc1cccnc1)C(=S)Nc1cccc(F)c1 | 21 | 1 | -2 | 37 | -4 | 15 | 6 | 13 | 5 | 3.1 | -5
COc1ccc(C23NCCN2C(=O)c2ccccc23)cc1 (centres undefined) | -4 | -5 | 2 | 20 | -9 | 10 | 3 | -6 | 9 | -0.2 | 0
O=C(Cc1cccc2ccccc12)N/N=C/C=C/c1cccc([N+](=O)[O-])c1 | -6 | 0 | -3 | -15 | -5 | -4 | 0 | -6 | -18 | 0.2 | -16
Cc1cccc(-n2ncc3c(Nc4ccc(F)cc4)ncnc32)c1 | -167 | -2 | 4 | 35 | 11 | -233 | -73 | -40 | -38 | -1.6 | -79
CCCS(=O)(=O)NC(=O)C1(C)CCN(C(=O)c2ccc3ccccc3n2)C1 (centres undefined) | 7 | 3 | nt | -29 | -11 | 5 | nt | -2 | nt | 4.1 | 16
Cc1ccc(OCc2cc(C(=O)NCc3cnn(-c4cccc(F)c4)c3)no2)cn1 | -36 | -7 | -3 | 70 | -9 | -49 | 24 | -4 | 4 | -0.2 | -16
CC(C)C1N(C(N)=S)N=CC1(C)C (centres undefined) | 19 | 7 | 5 | 4 | -19 | 19 | 4 | -5 | 6 | 0.5 | -33
O=C(Nc1ccc(C(=O)O)cc1)/C(=C\c1ccc2c(c1)OCO2)NC(=O)c1ccc(Br)o1 | -12 | 4 | 2 | 13 | -8 | 1 | -6 | -8 | -5 | 1.0 | -14
Cc1cn(S(=O)(=O)c2ccc(Cl)cc2)c(C)n1 | 10 | 6 | -3 | 0 | 1 | 13 | 16 | 4 | -5 | 0.9 | -41
Cc1ccccc1CS(=O)(=O)c1ncc(Cl)c(C(=O)Nc2ccc(F)cc2)n1 | 108* | -99* | -1 | 95* | 92* | 93* | 91* | 89* | 52* | 3.1 | 22
COc1ccc2c(c1)cc(C(=O)O)n2C | -4 | -8 | 0 | -8 | -12 | 13 | 3 | -4 | 4 | 0.6 | -24
O=C(CN1CCN(c2ccc(F)cc2)CC1)OCc1ccccc1 | 8 | -13 | 0 | 9 | 1 | 2 | -2 | 14 | 2 | -2.1 | -15
Cc1ccc(OCCCN2CCOCC2)cc1 | -10 | 4 | 4 | -30 | -15 | -40 | -14 | 14 | 5 | -0.3 | -5
Cc1cccc(NC(=O)C2CCCN2C(=O)OCC(C)C)c1C (centres undefined) | 13 | 15 | 1 | 7 | -2 | 18 | 7 | 3 | -3 | 3.5 | -9
Cc1cc(C)cc(C(=O)Nc2ccc(N3CCN(S(C)(=O)=O)CC3)cc2)c1 | 6 | 5 | 1 | -17 | -5 | 18 | 1 | 5 | 5 | 0.0 | -7
CC(=O)Nc1ccc(S(=O)(=O)N(C)CC(=O)OCC(=O)N2CCCCCC2)cc1 | 10 | -3 | 0 | -6 | 2 | 3 | 12 | 11 | 4 | 3.1 | -5
COc1ccc(NC(=O)c2onc(C)c2Cl)cc1OC | -22 | 4 | 0 | -16 | 23 | -42 | -19 | -38 | -3 | -0.1 | -11
CCC(C(=O)N1CCOCC1)n1nc(C)c2c(C)n(-c3ccccc3)nc2c1=O (centres undefined) | -11 | -3 | 2 | -1 | -1 | 6 | -1 | 0 | 7 | -0.6 | 1
O=C(NCCSc1ccc(Br)cc1)c1ccc2nc[nH]c2c1 | -46 | -4 | 3 | -15 | -15 | -75 | -15 | -18 | -4 | -0.6 | 35
Cc1cc(-c2nnc(CCC(=O)NCC(C)c3ccccc3)o2)no1 (centres undefined) | -5 | 8 | -2 | 4 | 1 | -2 | 6 | -21 | -5 | -0.2 | 5
CC(=O)N1N=C(c2cccs2)CC1c1ccc(Br)cc1 (centres undefined) | -89 | 0 | 1 | -5 | 7 | -206 | -46 | -2 | 0 | -0.2 | -71
O=C(c1cccc(OC2CCN(Cc3cccc(OCCO)c3)CC2)c1)N1CCCC1 | 13 | 14 | 3 | 0 | -19 | 8 | 7 | -24 | -2 | -0.2 | 19
CCN(CC)S(=O)(=O)c1ccc(Cl)c(C(=O)Nc2nnc(C)s2)c1 | 3 | 16 | 1 | -1 | 11 | 19 | -1 | 7 | -1 | -1.9 | -1
CCOc1ccc(NC(=O)N2CCC(c3nc4ccccc4o3)CC2)cc1 | -1 | -2 | 1 | -16 | -5 | 9 | 4 | -3 | -5 | 0.2 | 17
CS(=O)(=O)N(CC(=O)N1CCCC1)c1ccc(F)cc1 | 20 | -1 | nt | -7 | 1 | 17 | nt | 20 | -2 | -1.8 | -18
COc1ccc(/C=C/C(=O)NCC(=O)N/N=C/c2cc(Br)ccc2OCc2ccccc2)cc1 | -9 | -30 | -1 | 15 | 4 | -2 | -29 | 30 | -2 | 2.2 | -24
Cc1cc(C(=O)COc2ccc(C#N)cc2)c(C)n1CC1CCCO1 (centres undefined) | -63 | 6 | nt | 13 | 12 | -44 | nt | -9 | nt | 7.6 | -23

Next part (two carried over from the part before).
SMILES | Peg3 prom inh | KKLEB cytotox | NR2E3 ag-1 | Shn3 3UTR inh | TRAIL sens C8 | HIF-2a inh | MITF TRPM1 inh | CF NFkB block | EBV LMP1 NFkB | hiPSC survival | NR2E3 ag-2
COc1ccc(/C=C/C(=O)NCC(=O)N/N=C/c2cc(Br)ccc2OCc2ccccc2)cc1 | -9 | -30 | -1 | 15 | 4 | -2 | -29 | 30 | -2 | 2.2 | -24
Cc1cc(C(=O)COc2ccc(C#N)cc2)c(C)n1CC1CCCO1 (centres undefined) | -63 | 6 | nt | 13 | 12 | -44 | nt | -9 | nt | 7.6 | -23
On1nnc2ccc(C(F)(F)F)cc21 | 14 | 12 | 1 | -13 | 23 | 17 | -2 | 2 | 3 | -0.2 | -17
CCCn1nc(C(=O)Nc2ccc(S(=O)(=O)Nc3ncccn3)cc2)c2ccccc2c1=O | 23 | 13 | 0 | -7 | -9 | 19 | 5 | -16 | -15 | -0.4 | -7
NS(=O)(=O)c1ccc(CCNC(=O)c2ccc([N+](=O)[O-])cc2[N+](=O)[O-])cc1 | 2 | 4 | 0 | 2 | -8 | 8 | 16 | 3 | 3 | -0.4 | 2
O=C(NCc1ccccn1)c1cccc(S(=O)(=O)Nc2ccccc2Cl)c1 | 7 | -20 | 2 | 11 | 4 | 11 | -2 | -21 | 4 | -0.3 | 5
O=C(Nc1ccc2c(c1)C(=O)N(CC1CCCO1)C2=O)c1ccccc1Br (centres undefined) | -4 | 5 | 4 | -4 | 14 | -13 | 1 | -23 | 3 | 16 | -17
CC1CC(C)CN(C(=O)CCNS(=O)(=O)c2ccc3c(c2)CCC(=O)N3)C1 (centres undefined) | 2 | -10 | 1 | -1 | 0 | 25 | 1 | 13 | 5 | 1.6 | -15
COc1ccc(-c2noc(N3CCC(C(=O)Nc4ccc(OC)c(OC)c4)CC3)n2)cc1 | -1 | 9 | 0 | -20 | 3 | -18 | 2 | 11 | 4 | -1.3 | -19
CCN(CC(=O)Nc1ccc(NC(C)=O)cc1)C(=O)c1cc(CN2C(=O)c3ccccc3C2=O)ccc1OC | -2 | -8 | 2 | -105 | 10 | 18 | 2 | 7 | 6 | -0.2 | 2
Cc1cc(-c2nc3ncccc3o2)ccc1N | -199 | 9 | 3 | -41 | 17 | -188 | -76 | -22 | -10 | 0.2 | -58
Nc1nc(Oc2ccc(F)cc2)c(Br)c(=O)[nH]1 | -15 | 5 | 5 | 0 | -3 | -2 | nt | 9 | 2 | -0.4 | -46

An excerpt of these results, as a markdown table:
| SMILES | Peg3 prom inh | KKLEB cytotox | NR2E3 ag-1 | Shn3 3UTR inh | TRAIL sens C8 | HIF-2a inh | MITF TRPM1 inh | CF NFkB block | EBV LMP1 NFkB | hiPSC survival | NR2E3 ag-2 |
| --- | --- | --- | --- | --- | --- | --- | --- | --- | --- | --- | --- |
| NS(=O)(=O)c1ccc(CCNC(=O)c2ccc([N+](=O)[O-])cc2[N+](=O)[O-])cc1 | 2 | 4 | 0 | 2 | -8 | 8 | 16 | 3 | 3 | -0.4 | 2 |
| O=C(NCc1ccccn1)c1cccc(S(=O)(=O)Nc2ccccc2Cl)c1 | 7 | -20 | 2 | 11 | 4 | 11 | -2 | -21 | 4 | -0.3 | 5 |
| O=C(Nc1ccc2c(c1)C(=O)N(CC1CCCO1)C2=O)c1ccccc1Br (centres undefined) | -4 | 5 | 4 | -4 | 14 | -13 | 1 | -23 | 3 | 16 | -17 |
| CC1CC(C)CN(C(=O)CCNS(=O)(=O)c2ccc3c(c2)CCC(=O)N3)C1 (centres undefined) | 2 | -10 | 1 | -1 | 0 | 25 | 1 | 13 | 5 | 1.6 | -15 |
| COc1ccc(-c2noc(N3CCC(C(=O)Nc4ccc(OC)c(OC)c4)CC3)n2)cc1 | -1 | 9 | 0 | -20 | 3 | -18 | 2 | 11 | 4 | -1.3 | -19 |
| CCN(CC(=O)Nc1ccc(NC(C)=O)cc1)C(=O)c1cc(CN2C(=O)c3ccccc3C2=O)ccc1OC | -2 | -8 | 2 | -105 | 10 | 18 | 2 | 7 | 6 | -0.2 | 2 |
| Cc1cc(-c2nc3ncccc3o2)ccc1N | -199 | 9 | 3 | -41 | 17 | -188 | -76 | -22 | -10 | 0.2 | -58 |

(list continues)
SMILES | Peg3 prom inh | KKLEB cytotox | NR2E3 ag-1 | Shn3 3UTR inh | TRAIL sens C8 | HIF-2a inh | MITF TRPM1 inh | CF NFkB block | EBV LMP1 NFkB | hiPSC survival | NR2E3 ag-2
CC12CCC(C(=O)N(NC(=O)c3ccccc3O)C1=O)C2(C)C (centres undefined) | 53* | -14 | 2 | 13 | 37 | -20 | -5 | 11 | 5 | -1.7 | -4
COc1ccc(NS(=O)(=O)/C=C/c2ccc(OC)c(OC)c2)cc1 | -8 | 11 | 1 | -15 | 5 | -19 | -4 | -3 | -8 | -0.8 | 33
Cn1cccc1-c1cc(C(=O)O)[nH]n1 | 5 | -7 | 6 | 6 | -11 | 12 | -2 | 4 | -8 | -1.7 | 0
Cc1ccc(NC(=O)CSc2nnc(Cc3csc(C)n3)o2)c(C)c1 | 4 | 18 | 2 | 5 | -28 | -1 | 8 | -14 | -10 | -0.3 | 20
COCCN(C(=O)CCC(=O)Nc1cc(C)on1)C(C(=O)NC(C)(C)C)c1ccccc1Cl (centres undefined) | 13 | 5 | 3 | 2 | 8 | 19 | 7 | -4 | -3 | -0.3 | -15
COc1ccc(NS(=O)(=O)c2ccc3oc(=O)ccc3c2)cc1 | 15 | 2 | 3 | 7 | 6 | 2 | 6 | -4 | 2 | 0.7 | 14

A portion of the library; rates above refer to the full screens.
